# Source: PubChem BioAssay (National Center for Advancing Translational Sciences (NCATS))
# B2AR arrestin = agonists driving beta-arrestin recruitment to human beta2-adrenergic receptor | Potency, µM (series often up to 46.1 µM), for inactives: top-dose activation, most hits filed as activators | beta-arrestin recruitment to beta2AR, cell-based reporter | hit rate 0.02% among 330,000;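 note: potency is the fitted concentration of half-maximal effect; 0% = DMSO controls and full agonism = EC100 isoproterenol or metaproterenol; nearly all actives have a fitted effect of over 65% in size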
# Target sequence (P07550 whole entry, looked up): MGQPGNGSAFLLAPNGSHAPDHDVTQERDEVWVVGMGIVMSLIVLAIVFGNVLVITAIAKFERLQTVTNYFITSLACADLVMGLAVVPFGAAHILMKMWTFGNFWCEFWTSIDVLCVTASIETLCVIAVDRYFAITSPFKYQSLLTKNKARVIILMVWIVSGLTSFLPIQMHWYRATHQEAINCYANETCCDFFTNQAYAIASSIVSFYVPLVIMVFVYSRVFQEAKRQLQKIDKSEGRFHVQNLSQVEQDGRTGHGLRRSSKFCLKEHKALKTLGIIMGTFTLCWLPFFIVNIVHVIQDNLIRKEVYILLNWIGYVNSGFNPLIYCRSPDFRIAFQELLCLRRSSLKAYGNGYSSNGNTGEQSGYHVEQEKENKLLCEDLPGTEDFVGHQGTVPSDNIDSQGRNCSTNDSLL
# AT treatment = potential ataxia-telangiectasia treatments restoring KAP-1 phosphorylation; […] A-T fibroblasts, KAP-1 phosphorylation AlphaLISA; neocarzinostatin DNA damage 30 min before lysis; Potency, µM (highest dose often 57.5 µM), for the others: top-dose activation, hits mostly activators; hit rate 0.19% among 320,000; note: potency is the fitted concentration of half-maximal effect; % of control where 0% means no effect; nearly all actives have a fitted effect of over 45% in size
#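 hTERT-immortalized A-T patient fibroblasts ([…]), 500 cells/well in OPTI-MEM, 1% FBS, got compounds for 60 min, then NCS for 30 min at 37C. Lysates were then assayed for phospho-KAP-1 by AlphaLISA (anti-pKAP1 donor, anti-KAP1 acceptor beads), 6 hr at 25C.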
# TRPV1 agonist = human TRPV1 agonism; AID 540275; hit rate 0.19% among 320,000; TRPV1-expressing cells, Fluo-8 calcium influx, agonist mode; activation, % at 8.33 µM; Q8NER1; in the data active = activation above about 80%; inconclusive = between about 30% and that limit; note: 0% is about no effect
#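 TRPV1-expressing cells were cultured overnight at 35.5C and loaded with Fluo-8 calcium dye for 40 to 90 min at room temperature. After a 10 s baseline, compound was added and calcium influx was read kinetically for 3 min (ex 480/em 520 nm).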
# BRCA1 expr up = BRCA1 expression activation | AID 624202 | hit rate 1.1% among 380,000 | Potency, µM (titrated, usually from 46.1 µM), without a hit: top-dose activation, actives largely listed as activators | MCF7-BRCA1-FFLuc reporter, luminescence, 48 h; response scale: scaled: vehicle 0%, 10 µM genistein 100%; note: potency is the fitted concentration of half-maximal effect; nearly all actives have a fitted effect of over 80% in size; some results filed as inactive show a strong effect at the top dose
#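 MCF7-BRCA1-FFLuc cells, 2000/well in phenol-red-free MEM, attached 2 h then treated 48 h at 37 C. Luciferase luminescence read 15 min after reagent; normalized to genistein maximum activation (10microM) and DMSO, concentration-response fitted.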
# PTAP TSG101 blk = blocks PTAP/TSG101 interaction to inhibit HIV-1 budding; Fluorescence polarization, FITC-PTAP peptide / Tsg101 binding; Potency, µM (series often up to 115 µM), without a hit: at the top dose activity change, negative = inhibition, most hits filed as inhibitors; 340,000 tested, under 10 active; AID 493005; active = well fitted inhibition curve with a large enough effect in the main read-out, with a control signal flat, not every such curve was filed as active; inconclusive = small, poorly fitted or top-dose-only effect, or effect the other way, or a change in a side signal; inactive = no such curve, though single readings can be large or run the other way; note: potency is the fitted concentration of half-maximal effect; % of control where 0% means no effect
# Target sequence (Q99816 whole entry, looked up): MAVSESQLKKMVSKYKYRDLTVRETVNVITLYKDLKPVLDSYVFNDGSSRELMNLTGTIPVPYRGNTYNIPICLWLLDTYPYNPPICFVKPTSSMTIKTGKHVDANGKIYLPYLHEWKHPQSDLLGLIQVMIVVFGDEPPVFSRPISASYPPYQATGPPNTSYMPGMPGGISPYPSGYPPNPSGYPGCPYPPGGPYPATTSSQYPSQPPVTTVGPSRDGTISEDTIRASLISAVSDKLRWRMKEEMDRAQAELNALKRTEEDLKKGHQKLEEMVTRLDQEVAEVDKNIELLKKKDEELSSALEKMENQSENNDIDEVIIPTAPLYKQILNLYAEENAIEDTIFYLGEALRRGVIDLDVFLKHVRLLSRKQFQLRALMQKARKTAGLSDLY
#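 Compounds were pin-transferred onto Tsg101 binding domain (10 uM final) in HEPES pH 7.5 buffer, then FITC-PTAP peptide was added at 50 nM final. After 20 min at RT, polarization reported peptide displacement across a qHTS concentration series.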
# ELG1 DNA repair = ELG1-dependent DNA repair inhibition; HEK293T ELG1-luciferase reporter, luminescence, 16 h; DNA damage induced by 5-fluorouridine; Potency, µM (top dose mostly 46.1 µM), for inactives: top-dose activity change, negative = inhibition, most hits filed as inhibitors; hit rate 2.3% among 330,000; AID 504467; note: potency is the fitted concentration of half-maximal effect; % is set by controls: 0 for no effect and ±100 for the full control effect; nearly all actives have a fitted effect of over 55% in size
#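 Luminescence from the luciferase reporter, measured 30 min after ONE-Glo reagent at room temperature, was the read-out. Beforehand, 2,000 cells per well were exposed for 16 hr at 37 °C to 5-fluorouridine together with compound or vehicle.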
# TCR activator = T cell receptor activation; Potency, µM (series often up to 9.22 µM), for inactives: top-dose activation of IL-2 secretion, hits mostly activators; 330,000 tested, under 10 active; primary human leukocytes, anti-CD3, IL-2 HTRF, 48 h; note: % of control where 0% means no effect
#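 Readout: HTRF IL-2, Eu-cryptate/d2 antibody pair, 320nm excitation, 665nm emission. Stimulus: a-CD3 beads, no co-stimulation. Cells: primary human leukocytes. Exposure: 48 hr with compound.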
# p53 reactivator = mutant p53 re-activation in reporter cells; Potency, µM (highest dose often 92.2 µM), for inactives: at the highest dose activity change, positive = activation, actives largely listed as activators; hit rate 0.063% among 320,000; H1299 p53-A138V BP100-luciferase reporter, luminescence, 24 h; note: potency is the fitted concentration of half-maximal effect; % of control where 0% means no effect; nearly all actives have a fitted effect of over 45% in size
#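 H1299 (p53-null), stable ts p53-A138V + BP100-Luc; 1000 cells/well, Opti-MEM/10% FBS; cpd 4 pt, 1:5; 24 h, 37 deg C, 5% CO2; detection reagent 10 min RT; luminescence.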
# Integrin act MD = activators of alpha7 integrin expression for muscular dystrophy | alpha7betagal myoblasts, beta-gal FDG fluorescence, 48 h | Potency, µM (highest dose often 38.3 µM), for inactives: at the highest dose activation, usual class: activators | hit rate 0.064% among 350,000;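 note: potency is the fitted concentration of half-maximal effect; 100% = response of the positive control SU9516; nearly all actives have a fitted effect of over 60% in size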
#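 Alpha7betagal+/- myoblasts (passage 13) were plated 16-24 hr, then exposed to compounds (1:260 dilution of DMSO stock) for 48 hours at 37C. After MPER lysis, β-galactosidase reporter activity was read as FDG fluorescence (ex 480/em 540) after 30 minutes.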
# MLL CXXC-DNA inh = MLL CXXC-DNA interaction inhibition. MLL-CXXC / FITC-HOXA9 DNA fluorescence polarization. Q03164. Potency, µM (highest dose often 115 µM), for inactives: at the highest dose activity change, negative = inhibition, actives largely listed as inhibitors. hit rate 0.037% among 290,000; active = well fitted inhibition curve with a large enough effect in the polarisation, with a control signal flat, not every such curve was filed as active; inconclusive = small, poorly fitted or top-dose-only effect, or effect the other way, or a change in a side signal; inactive = no such curve, though single readings can be large or run the other way; the % refers to the polarisation; note: potency is the fitted concentration of half-maximal effect
#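 Purified MLL-CXXC (added from a 7 uM solution) was preincubated 5 min at ambient with pinned compounds in 50 mM Tris-HCl pH 7.5, 50 mM NaCl, 1 mM DTT, 0.05% BSA. Fluorescein-labeled HOX-A9 DNA (50 nM solution) followed, 30 min, then polarization read.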
# Starred values were filed as active, the others as inactive; ? = inconclusive; nt = no result given; [ ] = remark or other dose. Unless noted, calls come from the whole dose curve; as a rule, active = well fitted curve in the direction sought with a large enough effect; inconclusive = small, poorly fitted or top-dose-only effect, or another doubt; inactive = no such curve, though single readings can be large; an effect the other way counts as inactive or inconclusive.
SMILES,B2AR arrestin,AT treatment,TRPV1 agonist,BRCA1 expr up,PTAP TSG101 blk,ELG1 DNA repair,TCR activator,p53 reactivator,Integrin act MD,MLL CXXC-DNA inh
COc1ccc(C(=O)NC2CC2)cc1OC1CCN(Cc2ccc(F)cc2)CC1,-0.2%,10%,1,-19%,nt,2%,0%,2%,19%,-7%
O=C(N/N=C/c1cccc(F)c1)c1csc2c1CCCC2,-0.8%,9%,?,?,0%,?,0%,10%,6%,5%
CCCc1cc(=O)[nH]c(SCc2ccc(F)cc2)n1,0.4%,14%,0,-9%,-4%,16%,0%,-3%,-11%,-29%
CCC(C)(C(=O)NC1CCCC1)N(C)C(=O)c1ccccn1 (stereo unspecified),0.2%,-1%,5,10%,-3%,-1%,-21%,-1%,13%,16%
CC(=O)c1c(C)[nH]c(C(=O)OCC(=O)N2c3ccccc3NC(=O)C2(C)C)c1C,-2.7%,-1%,-3,-25%,-3%,0%,-7%[46.1 µM],-10%,-4%,2%
O=C(COC(=O)/C=C/c1cccc(Cl)c1)NCc1cccs1,0.9%,-4%,nt,2%,-1%,0%,-9%,5%,-42%,nt
O=C(CCC(=O)Nc1ccccc1Cl)NN=C1CCCC1,0.0%,0%,2,0%,-1%,8%,4%,8%,-9%,-4%
CSCCC(NC(=O)c1ccc(Cl)cc1Cl)C(=O)OCC(N)=O (stereo unspecified),0.1%,-1%,0,-8%,-2%,-6%,-3%,1%,4%,-2%
O=C(CCCN=C1NS(=O)(=O)c2ccccc21)OCC(=O)c1ccccc1,-1.0%,0%,?,-1%,-10%,14%,0%,13%,31%,nt
Cc1ccccc1-c1nc(CS(=O)(=O)CC(=O)NCCCN2CC(C)CC(C)C2)c(C)o1 (stereo unspecified),-0.2%,-4%,0,-38%,-3%,10%,3%,-3%,-60%[inhibitor],25%
COCCN(C(=O)COC(=O)c1ccccc1Nc1ccccc1)c1c(N)n(Cc2ccccc2)c(=O)[nH]c1=O,-0.7%,3%,4,-40%,-3%,?,1%,-6%,-28%,nt
Cc1cccc(NS(=O)(=O)c2cc(OCC(N)=O)c(C)cc2Cl)c1,-0.5%,nt,12,-28%,-4%,?,4%[46.1 µM],-17%,12%,-1%
COc1ccc(S(=O)(=O)Nc2ccc3c(c2)N(C(C)=O)CCC3)cc1,0.1%,1%,-4,-31%,1%,29%,-2%,-2%,-11%,nt
Cn1c(SCc2ccc(Cl)cc2)nc(C(F)(F)F)cc1=O,0.4%,nt,-1,-7%,-7%,-1%,8%,-24%,19%[7.66 µM],0%
Cc1ccc(C(=O)CC(=O)c2cc(Cl)ccc2O)cc1,-0.2%,7%,22,-17%,-3%,?,10%,?,-44%,-2%
Cc1ccc(-n2c3nc(=O)n(C)c(=O)c-3cc3ccccc32)cc1,-0.1%,-1%,0,-4%,-1%,-7%,1%,-2%,?,?
Cc1cc(=O)[nH]c2n[nH]c(-c3ccccc3)c12,-0.4%,9%,-2,11µM*,-4%,?,-2%,?,16%,6%
Cc1cc(N(C)C)c(C#N)c(=O)[nH]1,0.2%,3%,0,-4%,-7%,6%,0%,6%,-14%,-1%
Cc1sc(NC(=O)c2ccco2)c(C(Nc2ccccn2)c2ccccc2)c1C (stereo unspecified),-0.2%,nt,1,-22%,nt,?,8%[46.1 µM],24%,nt,4%
CC(=O)c1c(N2CCN(Cc3ccccc3)CC2)nc(=S)n(-c2ccccc2)c1C,0.0%,-6%,7,-19%,-1%,3%,4%,-2%,-2%,9%
NC(=O)C1CCN(C(=O)c2cc3ccccn3n2)CC1,-0.4%,9%,nt,?,0%,?,-7%,2%,-3%,-5%
Cc1nn(-c2ccccc2)c2c1CC(=O)Nc1ccccc1-2,nt,nt,nt,-82%,-10%,nt,3%,nt,1%,nt
CCCCCN(C(=O)NC(=O)Nc1nncs1)S(C)(=O)=O,-0.2%,1%,0,7%,-8%,-16%,2%,-6%,30%,4%
C(#CCN1CCC(Cc2ccccc2)CC1)COCCOCc1ccccc1,3.3%,12%,7,-18%,-7%,-3%,7%[46.1 µM],-1%,-29%,5%
COc1ccc(Cl)cc1S(=O)(=O)Nc1ccc2c(c1)n(C)c(=O)n2C,-0.9%,-6%,1,-83%,-3%,?,2%,-2%,-22%,6%
O=C(N/N=C/c1ccc([N+](=O)[O-])o1)c1cc(-c2ccncc2)nc2ccccc12,-0.5%,-9%,-1,-86%,-1%,?,-12%,2%,-41%[inhibitor],-5%
CCOC(=O)N1CCN(c2c(NCCN3CCCCC3CC)c(=O)c2=O)CC1 (stereo unspecified),0.2%,8%,2,0%,3%,-5%,0%,-1%,6%,5%
COc1ccc(C(=O)Oc2c(OC)cc(C(=S)N3CCOCC3)cc2OC)cc1,-1.2%,6%,7,-14%,-13%,?,2%,?,30%,10%
CCOC(=O)C1(Cc2ccc(Cl)cc2)CCN(C(=O)c2cscn2)CC1,0.0%,7%,?,-26%,-6%,10%,11%,-2%,-8%,-5%
C[C@@]12CCC=C[C@H]1[C@H](c1ccc3ccccc3c1)N(Cc1ccccc1)C2=O,-0.6%,26%,16,-9%,-3%,5%,-1%,-5%,19%,-2%
COc1cc(CNC2CCCCC2OC)cc(OC)c1OC (stereo unspecified),-2.7%,5%,0,2%,-2%,10%,-4%[46.1 µM],-6%,0%,-5%
O=C1ON=C(c2ccccc2)/C1=C/c1ccc(O)cc1,-0.4%,-12%,-2,0%,0%,?,3%,20%,-53%[inhibitor],-24%
CCOC(=O)c1c(/N=C/N(C)C)sc(/C=N/Nc2ccccc2)c1-c1ccccc1Cl,-0.5%,-1%,1,-3%,3%,21µM*,-8%[46.1 µM],12%,-1%,?
COC(=O)C(Nc1nccs1)(OC)C(F)(F)F (stereo unspecified),-0.8%,0%,0,1%,-30%,-2%,2%,?,-18%,-15%
Cn1c(=O)c2c(ncn2CC(=O)Nc2ccccc2)n(C)c1=O,-0.3%,4%,-2,20%,-7%,-15%,-2%,-2%,15%,0%
CCOC(=O)c1c(C)c(C(=O)NCc2ccco2)c(C)n1CC,0.0%,-7%,1,0%,-3%,?,-1%,-6%,0%,-3%
O=C(Cn1cc2c(n1)CCCC2)NCCCN1CCN(C2CCCCC2)CC1,-0.5%,-5%,0,3%,0%,0%,3%,2%,0%,-8%
CCN(c1ccccc1)S(=O)(=O)c1cccc(C(=O)NCC(c2cccs2)N(C)C)c1 (stereo unspecified),-0.1%,1%,0,-20%,1%,-5%,-8%,-1%,-22%,-1%
COC(=O)c1ccc(NC(=S)N2CCCC2)cc1,-0.4%,2%,18,6%,1%,?,0%,6%,-11%,10%
COc1ccc(OC)c(NC(=O)COC(=O)Cc2ccsc2)c1,0.4%,15%,nt,-10%,-7%,0%,1%[46.1 µM],5%,5%,nt
Cn1c(=O)c2cc(S(=O)(=O)NCCC(=O)NCCC3=CCCCC3)ccc2n(C)c1=O,-0.7%,-4%,-3,-21%,-2%,?,3%,-9%,7%,-12%
CCC(CN(C)C)Oc1cc(NCc2ccccc2)c2ncn(C(C)C)c2c1 (stereo unspecified),-0.3%,2%,nt,-8%,-4%,3%,1%,-10%,-20%,nt
Cc1ccnc(NC(=O)c2ccc(COc3ccc(Cl)cc3)o2)c1,-1.0%,nt,24,95%,-3%,9%,-18%,7%,15%,4%
COc1cc(C(=O)NNC(=O)CSc2nnc3ccccn23)cc(OC)c1OC,-0.3%,7%,0,2%,-7%,?,11%,1%,-2%,nt
COCC(=O)Nc1nc2n(n1)C(c1ccccc1)CC(c1ccc(OC)cc1)N2 (stereo unspecified),-1.0%,6%,5,-3%,-4%,-10%,-5%,-11%,-5%[7.66 µM],17%
CC1CCc2c(sc(NC(=O)CSc3nnc(-c4ccccc4)o3)c2C#N)C1 (stereo unspecified),-0.4%,1%,-5,2%,0%,27%,-2%[46.1 µM],6%,-17%,-1%
CCn1c(SCC(=O)Nc2cc(C)on2)nnc1-c1ccccc1,-2.2%,7%,1,7%,-3%,-1%,9%[46.1 µM],-6%,11%,-3%
O=C(Nc1ccc(CN2CCOCC2)cc1)c1cc2ccccn2n1,0.1%,4%,?,-45%,-2%,?,0%[46.1 µM],4%,1%,1%
COc1ccc(C(CNC(=O)CNC(=O)c2cccc(C)c2)N2CCOCC2)cc1 (stereo unspecified),-0.2%,5%,0,-4%,-1%,3%,-2%,-7%,19%,nt
COc1ccc(CC(=O)NN2C(=O)c3ccccc3C2=O)cc1,0.6%,-4%,2,-17%,-2%,7%,1%[46.1 µM],1%,2%,-6%
